Compound activity: PubChem BioAssay, several laboratories
NR1D1 modulator – modulators of Rev-erb alpha DNA binding, primary screen, biochemical, FITC-DNA, fluorescence polarization, uHTS | Rev-erbα–FITC-DNA binding, 90 min | AID 1259318, 2017 | Nuclear receptor subfamily 1 group D member 1 (Homo sapiens), P20393 | actives 0.79% (n = 370,000) | activity, % at 10 µM;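 active means activity above about 14%, limit read from the data; passing the limit was not always enough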;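 further: 0% = DMSO wells with 35 nM protein and 100% = DMSO wells with 750 nM protein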
SMARCA2 activ – SMARCA2 (BRM) function activators, primary screen, cell-based, luminescence, high throughput; MG213 cells, MMTV-luciferase reporter, dexamethasone, overnight; activation, % at 9.1 µM; actives 1% (n = 370,000); AID 652017, 2013; in the data active means activation above about 7.8%;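 further: 0% = vehicle wells and 100% = reference activator wells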
ARFGAP1 inh – inhibitors of rat ARFGAP1 GAP activity, primary screen, biochemical, fluorescence polarization, GDP tracer | ADP-ribosylation factor GTPase-activating protein 1 (Rattus norvegicus), Q62848 | Arfgap1-stimulated ARF1 GTP hydrolysis, GDP FP detection | inhibition, % at 16.5 µM | actives 0.26% (n = 360,000);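 active means inhibition above a per-plate limit, mean inhibition of low control wells plus 3 SD, cut at about 25% in these data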;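 further: 0% = DMSO wells with enzyme and 100% = wells lacking Arfgap1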
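Material: rat Arfgap1 catalytic domain, aa 1-136; also added: human ARF1(Δ1-17)-GTP substrate; compound dosing: one concentration, 16.5 µM, DMSO 1.26%; incubation: GTP hydrolysis reaction 2 h at 25 °C; measured by: Tracer-displacement fluorescence polarization with EDTA stop, 620/688 nm; evaluation: % inhibition from polarization; repeats: one replicate per compound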
NPR1 activator – GC-A stimulated cGMP production enhancers – HEK293 GC-A cells, cGMP TR-FRET, EC30 ANP, primary screen | 0% at EC30 ANP, 100% saturating ANP | AID 1671463, 2021 | Atrial natriuretic peptide receptor 1 (Homo sapiens), P16066 | actives 0.14% (n = 370,000) | activation, % at 10 µM; in the data active means activation above about 40%
Target sequence (P16066 whole entry, looked up): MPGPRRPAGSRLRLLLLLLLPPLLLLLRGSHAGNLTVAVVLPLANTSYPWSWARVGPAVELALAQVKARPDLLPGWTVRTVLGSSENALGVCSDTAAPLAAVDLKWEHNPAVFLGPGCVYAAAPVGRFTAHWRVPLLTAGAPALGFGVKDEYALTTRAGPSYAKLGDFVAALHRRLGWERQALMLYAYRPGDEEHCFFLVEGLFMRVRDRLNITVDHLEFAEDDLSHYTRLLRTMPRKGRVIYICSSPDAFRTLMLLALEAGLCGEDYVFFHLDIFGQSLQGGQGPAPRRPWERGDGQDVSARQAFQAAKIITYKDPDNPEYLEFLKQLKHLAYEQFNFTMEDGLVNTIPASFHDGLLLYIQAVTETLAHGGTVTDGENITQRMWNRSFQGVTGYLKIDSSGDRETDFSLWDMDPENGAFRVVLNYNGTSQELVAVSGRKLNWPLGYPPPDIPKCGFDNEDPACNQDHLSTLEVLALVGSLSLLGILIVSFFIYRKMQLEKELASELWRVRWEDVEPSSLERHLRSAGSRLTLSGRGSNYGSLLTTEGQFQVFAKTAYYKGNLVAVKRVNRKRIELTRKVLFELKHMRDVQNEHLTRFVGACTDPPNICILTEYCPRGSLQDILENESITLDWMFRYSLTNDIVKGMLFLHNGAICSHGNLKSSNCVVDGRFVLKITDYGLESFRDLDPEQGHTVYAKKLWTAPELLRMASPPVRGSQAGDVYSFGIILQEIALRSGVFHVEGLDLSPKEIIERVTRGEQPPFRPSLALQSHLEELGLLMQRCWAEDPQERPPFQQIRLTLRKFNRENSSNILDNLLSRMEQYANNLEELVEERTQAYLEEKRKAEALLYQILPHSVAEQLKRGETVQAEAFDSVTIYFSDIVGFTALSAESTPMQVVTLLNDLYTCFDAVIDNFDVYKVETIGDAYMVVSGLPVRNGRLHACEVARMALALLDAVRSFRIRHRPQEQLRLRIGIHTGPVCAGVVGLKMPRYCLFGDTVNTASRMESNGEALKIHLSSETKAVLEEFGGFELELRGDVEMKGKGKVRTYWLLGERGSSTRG
HTRA1 inhibitor – HTRA1 serine protease inhibitors, primary screen, biochemical, fluorescence polarization, HTS; Q92743; recombinant HTRA1, FP-rhodamine activity-based probe; inhibition, % at 5.96 µM; actives 0.5% (n = 340,000); in the data active means inhibition above about 36%;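 further: 0% = enzyme with DMSO and 100% = wells lacking enzyme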
GC-B act – human GC-B receptor activators, primary screen, HEK293 GC-B cells, cGMP TR-FRET, EC30 CNP; Atrial natriuretic peptide receptor 2 (Homo sapiens), P20594; 0% at EC30 CNP, 100% saturating CNP; activation, % at 10 µM; actives 0.11% (n = 370,000);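 active means activation at 10 µM reaching about 35% in either raw or pattern-adjusted values, limit read from the data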
ASAP1 inh – inhibitors of human ASAP1 ArfGAP activity, primary screen, biochemical, fluorescence polarization | Arf-GAP with SH3 domain, ANK repeat and PH domain-containing protein 1 (Homo sapiens), … | ASAP1-stimulated ARF1 GTP hydrolysis, GDP FP detection | inhibition, % at 16.5 µM | actives 0.19% (n = 360,000) | AID 624377, 2012; in the data active means inhibition above about 25%;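 further: 0% = vehicle with enzyme and substrate and 100% = no enzyme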
ABHD4 inh – ABHD4 inhibitors, primary screen, biochemical, fluorescence polarization, mouse. (Lyso)-N-acylphosphatidylethanolamine lipase (Mus musculus), Q8VD66. purified mABHD4, FP-Rh probe fluorescence polarization. inhibition, % at 8.92 µM. actives 0.54% (n = 370,000). AID 720543, 2013;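 active means inhibition exceeding the mean over every tested compound plus 3 SD, cut at about 30% in these data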;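 further: 0% = plate median of compound wells and 100% = S159A mutant with DMSO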
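Test system: mABHD4 protein; Read-out basis: % inhibition; Incubation: 45 min + 60 min at 25 °C; Repeats: single replicate; Technique: fluorescence polarization with parallel and perpendicular emission, 525/598 nm; Compound: 8.92 µM, single dose; Benchmarks: full inhibition S159A mutant plus DMSO, zero as sample-well median.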
PG9 Ab binder – binders of HIV-1 gp120 antibody PG9, primary screen, biochemical, TR-FRET | HIV-1 gp120 / PG9 antibody interaction | TR-FRET gp120-PG9 antibody binding | inhibition, % at 6.7 µM | actives 0.43% (n = 360,000) | AID 624416, 2012; in the data active means inhibition above about 8.5%
rCAG binder – binders of r(CAG) RNA repeats, primary screen, biochemical, fluorescence; AID 651821, 2012; inhibition, % at 3 µM; actives 1.3% (n = 370,000); r(CAG) RNA repeat, TO-PRO-1 dye displacement fluorescence;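 active means inhibition above the plate cutoff, the mean of all test compounds on that plate plus 3 SD, cut at about 35% in these data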;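 further: 0% = DMSO alone and 100% = 100 µM mitoxantrone as full dye displacement; higher means more dye released from RNA so lower well fluorescence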
An asterisk follows results filed as active. Rows were taken by chance. About 4.4% of those tested had a hit in this group.

CC(=O)NC1=NN(C(C)=O)C(C)(c2ccc3ccccc3c2)S1 (centres undefined) was read as NR1D1 modulator -3, SMARCA2 activ -2, ARFGAP1 inh -2, NPR1 activator 1, HTRA1 inhibitor -6, GC-B act 6, ASAP1 inh -4, ABHD4 inh 0, PG9 Ab binder -0.1 and rCAG binder 0.
For O=C1OCCC1Sc1nnc(-c2ccc(O)cc2)o1 (centres undefined) the results were NR1D1 modulator -6, SMARCA2 activ 0, ARFGAP1 inh -2, NPR1 activator -3, HTRA1 inhibitor 2, GC-B act -9, ASAP1 inh -9, ABHD4 inh 3, PG9 Ab binder 0.0 and rCAG binder 2.
Screening Cc1cccc(Cc2cnc(NC(=O)CN3C(=O)/C(=C/c4ccccc4)SC3=S)s2)c1 returned NR1D1 modulator 0, SMARCA2 activ 1, ARFGAP1 inh 11, NPR1 activator 1, HTRA1 inhibitor -26, GC-B act 0, ASAP1 inh 12, ABHD4 inh -5, PG9 Ab binder -1.2 and rCAG binder 8.
Screening OCC1OC(n2nc3ccccc3n2)C(O)C(O)C1O (centres undefined) returned NR1D1 modulator 5, SMARCA2 activ -2, ARFGAP1 inh 13, NPR1 activator 4, HTRA1 inhibitor 1, GC-B act 4, ASAP1 inh -1, ABHD4 inh 3, PG9 Ab binder 0.9 and rCAG binder 2.
`O=C(NCc1cnc2ccccn12)C1CCC(=O)N(Cc2ccccc2F)C1` (centres undefined) gave NR1D1 modulator 6, SMARCA2 activ 5, ARFGAP1 inh -1, NPR1 activator 4, HTRA1 inhibitor 0, GC-B act 0, ASAP1 inh 1, ABHD4 inh 8, PG9 Ab binder 0.5 and rCAG binder -5.
CCCCOc1ccc(OCCNC(=O)c2ccco2)cc1 was read as NR1D1 modulator -1, SMARCA2 activ -3, ARFGAP1 inh -1, NPR1 activator -2, HTRA1 inhibitor 7, GC-B act 5, ASAP1 inh -13, ABHD4 inh -14, PG9 Ab binder -2.2 and rCAG binder -4.
For COc1ccccc1NC(=O)CSc1c2c(nc3ccccc13)CCC2 the results were NR1D1 modulator -1, SMARCA2 activ -2, ARFGAP1 inh -4, NPR1 activator -5, HTRA1 inhibitor -5, GC-B act -11, ASAP1 inh 6, ABHD4 inh 3, PG9 Ab binder -0.4 and rCAG binder -3.
`CCN1CCN(C(=O)C2(NC(=O)Nc3ccccc3Cl)CCCCC2)CC1` gave NR1D1 modulator 1, SMARCA2 activ 0, ARFGAP1 inh -2, NPR1 activator 0, HTRA1 inhibitor 4, GC-B act 3, ASAP1 inh 15, ABHD4 inh -5, PG9 Ab binder 0.3 and rCAG binder -1.
`CCn1c(SCC(=O)c2c(N)n(C3CC3)c(=O)[nH]c2=O)nnc1-c1ccoc1C` gave NR1D1 modulator -9, SMARCA2 activ -1, ARFGAP1 inh 9, NPR1 activator 2, HTRA1 inhibitor -1, GC-B act 2, ASAP1 inh 10, ABHD4 inh -12, PG9 Ab binder -0.6 and rCAG binder 1.
CCC(C)NC(=O)c1c(N)n(/N=C/c2cccnc2)c2nc3ccccc3nc12 (centres undefined) was read as NR1D1 modulator -3, SMARCA2 activ 1, ARFGAP1 inh 2, NPR1 activator -6, HTRA1 inhibitor -2, GC-B act -8, ASAP1 inh -1, ABHD4 inh 4, PG9 Ab binder 0.4 and rCAG binder 2.
`O=C(Nc1ccccc1)/C(=C/c1ccc2c(c1)OCO2)NC(=O)c1ccco1` gave NR1D1 modulator -2, SMARCA2 activ 2, ARFGAP1 inh 8, NPR1 activator -2, HTRA1 inhibitor 1, GC-B act 0, ASAP1 inh 7, ABHD4 inh -4, PG9 Ab binder -1.6 and rCAG binder -4.
For CN(C(=O)COc1ccccc1)c1nnc(C23CC4CC(CC(C4)C2)C3)s1 the results were NR1D1 modulator -1, SMARCA2 activ 5, ARFGAP1 inh -9, NPR1 activator 1, HTRA1 inhibitor -3, GC-B act 4, ASAP1 inh 0, ABHD4 inh 1, PG9 Ab binder -0.4 and rCAG binder 2.
Screening CN(CC(=O)Nc1cccc2ccccc12)C(=O)c1cccc(S(=O)(=O)N(C)C)c1 returned NR1D1 modulator 5, SMARCA2 activ -1, ARFGAP1 inh 0, NPR1 activator 4, HTRA1 inhibitor 5, GC-B act 1, ASAP1 inh -7, ABHD4 inh -6, PG9 Ab binder -2.3 and rCAG binder 1.
COc1ccc(-c2noc(CNC(=O)c3ccoc3C)n2)cc1 was read as NR1D1 modulator -2, SMARCA2 activ -1, ARFGAP1 inh 2, NPR1 activator 2, HTRA1 inhibitor -7, GC-B act 0, ASAP1 inh 8, ABHD4 inh -1, PG9 Ab binder -1.0 and rCAG binder 0.
O=C1OCCN1C(=O)[C@H]1[C@H](c2ccccc2)C(c2ccc(F)cc2)=NN1c1ccc(Br)cc1 was read as NR1D1 modulator 3, SMARCA2 activ 2, ARFGAP1 inh 2, NPR1 activator -2, HTRA1 inhibitor -20, GC-B act -2, ASAP1 inh 2, ABHD4 inh 4, PG9 Ab binder -1.2 and rCAG binder 6.
COc1ccc(N(CC(=O)NCCc2ccc(OC)c(OC)c2)S(=O)(=O)c2c(C)noc2C)cc1 was read as NR1D1 modulator -3, SMARCA2 activ -3, ARFGAP1 inh -1, NPR1 activator 6, HTRA1 inhibitor 0, GC-B act 3, ASAP1 inh -3, ABHD4 inh 2, PG9 Ab binder -0.5 and rCAG binder -4.
For CCN(CC)CCCNC(=O)c1c(O)c2c([nH]c1=O)CCCC2 the results were NR1D1 modulator 1, SMARCA2 activ 1, ARFGAP1 inh -10, NPR1 activator -1, HTRA1 inhibitor 3, GC-B act -2, ASAP1 inh -1, ABHD4 inh -11, PG9 Ab binder 0.8 and rCAG binder 3.
`CCCCC1S/C(=N/N=C/c2ccco2)NC1=O` (centres undefined) gave NR1D1 modulator -1, SMARCA2 activ -1, ARFGAP1 inh -7, NPR1 activator 2, HTRA1 inhibitor 5, GC-B act 2, ASAP1 inh 5, ABHD4 inh 4, PG9 Ab binder -1.8 and rCAG binder 1.
O=C(Cn1cncn1)N/N=C/c1ccccc1Cl was read as NR1D1 modulator 2, SMARCA2 activ -3, ARFGAP1 inh -4, NPR1 activator 1, HTRA1 inhibitor -1, GC-B act 1, ASAP1 inh -2, ABHD4 inh 1, PG9 Ab binder -1.7 and rCAG binder -4.
O=C(Nc1ccccc1Cl)c1ccc(COc2ccc3c(c2)CCC3)cc1 was read as NR1D1 modulator -3, SMARCA2 activ -3, ARFGAP1 inh -5, NPR1 activator -2, HTRA1 inhibitor 4, GC-B act 2, ASAP1 inh -5, ABHD4 inh -2, PG9 Ab binder 1.2 and rCAG binder 1.
COc1ccc(C(CC(=O)O)N2C(=O)CCC2=O)cc1 (centres undefined) was read as NR1D1 modulator 1, SMARCA2 activ 1, ARFGAP1 inh 5, NPR1 activator -1, HTRA1 inhibitor 17, GC-B act -3, ASAP1 inh 8, ABHD4 inh 5, PG9 Ab binder -1.5 and rCAG binder -1.
`Cc1cccc(C)c1NC(=O)C(c1ccncc1)n1c(=O)c(-c2ccco2)nc2ccccc21` (centres undefined) gave NR1D1 modulator 2, SMARCA2 activ 0, ARFGAP1 inh -6, NPR1 activator 0, GC-B act -1, ASAP1 inh 9, ABHD4 inh 17, PG9 Ab binder -3.5 and rCAG binder 15.
`CCn1nc(C(=O)OCC(=O)c2cc(C)n(Cc3cccs3)c2C)c2ccccc2c1=O` gave NR1D1 modulator -10, SMARCA2 activ 4, ARFGAP1 inh 6, NPR1 activator 1, HTRA1 inhibitor -36, GC-B act 4, ASAP1 inh -9, ABHD4 inh -4, PG9 Ab binder -0.3 and rCAG binder 0.
For Cc1ccc(-c2noc(CCC(=O)NCCN3CCOCC3)n2)cc1 the results were NR1D1 modulator 2, SMARCA2 activ -3, ARFGAP1 inh 10, NPR1 activator 4, HTRA1 inhibitor 4, GC-B act -1, ASAP1 inh -9, ABHD4 inh 3, PG9 Ab binder 1.6 and rCAG binder -3.
Screening Cc1nn2c3c(cnc2c1-c1ccccc1)C(=O)CC(c1ccco1)C3 (centres undefined) returned NR1D1 modulator 17, SMARCA2 activ 5, ARFGAP1 inh -4, NPR1 activator -1, HTRA1 inhibitor 3, GC-B act 2, ASAP1 inh 2, ABHD4 inh -6, PG9 Ab binder -2.8 and rCAG binder 2.
CC(NC(=O)CNC(=O)OCc1ccccc1)C(=O)N1CC(O)CC1C(=O)OCc1ccccc1 (centres undefined) was read as NR1D1 modulator -3, SMARCA2 activ 2, ARFGAP1 inh 5, NPR1 activator -2, HTRA1 inhibitor 8, GC-B act 0, ASAP1 inh 0, ABHD4 inh 3, PG9 Ab binder 0.1 and rCAG binder -5.
For O=C(CN1CCCC1)Nc1sc2c(c1C(=O)Nc1ccc(Br)cc1)CCC2 the results were NR1D1 modulator -2, SMARCA2 activ -2, ARFGAP1 inh 10, NPR1 activator -3, HTRA1 inhibitor -6, GC-B act 5, ASAP1 inh 8, ABHD4 inh 2, PG9 Ab binder -2.1 and rCAG binder 5.
CC1CCCCC1NC(=O)C1CCN(C(=O)c2sccc2-n2cccc2)CC1 (centres undefined) was read as NR1D1 modulator -2, SMARCA2 activ -2, ARFGAP1 inh -8, NPR1 activator 2, HTRA1 inhibitor -7, GC-B act 0, ASAP1 inh 4, ABHD4 inh -4, PG9 Ab binder 0.0 and rCAG binder -1.
`Cc1ccc(CNc2nc(N)c([N+](=O)[O-])c(Nc3ccc(F)cc3)n2)cc1` gave NR1D1 modulator 3, SMARCA2 activ -4, ARFGAP1 inh -3, NPR1 activator 5, HTRA1 inhibitor 5, GC-B act 8, ASAP1 inh -5, ABHD4 inh -4, PG9 Ab binder -1.3 and rCAG binder 2.

Retrieved one by one from above:
`CCN1CCN(C(=O)C2(NC(=O)Nc3ccccc3Cl)CCCCC2)CC1` gave NR1D1 modulator 1, SMARCA2 activ 0, ARFGAP1 inh -2, NPR1 activator 0, HTRA1 inhibitor 4, GC-B act 3, ASAP1 inh 15, ABHD4 inh -5, PG9 Ab binder 0.3 and rCAG binder -1.
O=C1OCCN1C(=O)[C@H]1[C@H](c2ccccc2)C(c2ccc(F)cc2)=NN1c1ccc(Br)cc1 was read as NR1D1 modulator 3, SMARCA2 activ 2, ARFGAP1 inh 2, NPR1 activator -2, HTRA1 inhibitor -20, GC-B act -2, ASAP1 inh 2, ABHD4 inh 4, PG9 Ab binder -1.2 and rCAG binder 6.
